CHT inh: inhibitors of human choline transporter CHT. CHT-expressing cells, membrane potential dye, choline response; stronger effect = lower value. 310,000 tested, 0.86% active. AID 488975, 2010. B-score at 10 µM;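 active = B-score over 3 SD under the library average, and starting fluorescence ratio not unusually high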;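 note: choline stimulus applied at its EC90 after an EC20 pre-addition; B-score computed on integrated fluorescence ratio after choline addition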
Target sequence (Q9GZV3 whole entry, looked up): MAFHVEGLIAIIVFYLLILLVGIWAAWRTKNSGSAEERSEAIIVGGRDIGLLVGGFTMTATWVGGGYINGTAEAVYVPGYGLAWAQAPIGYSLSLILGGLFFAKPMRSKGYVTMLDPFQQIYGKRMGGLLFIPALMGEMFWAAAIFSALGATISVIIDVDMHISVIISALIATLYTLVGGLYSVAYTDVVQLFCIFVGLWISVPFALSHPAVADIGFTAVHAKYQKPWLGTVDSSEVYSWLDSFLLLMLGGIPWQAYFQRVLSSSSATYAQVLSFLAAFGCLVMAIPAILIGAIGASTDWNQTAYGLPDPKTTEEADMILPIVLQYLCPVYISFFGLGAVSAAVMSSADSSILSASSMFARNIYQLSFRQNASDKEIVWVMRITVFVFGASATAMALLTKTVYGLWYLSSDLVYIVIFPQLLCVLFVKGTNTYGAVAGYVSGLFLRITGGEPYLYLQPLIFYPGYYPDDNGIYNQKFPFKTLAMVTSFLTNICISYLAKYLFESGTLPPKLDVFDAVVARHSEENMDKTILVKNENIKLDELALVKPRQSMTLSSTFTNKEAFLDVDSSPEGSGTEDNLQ
Kir21 block: inhibitors of mouse Kir2.1 inward-rectifier potassium channel; Inward rectifier potassium channel 2 (Mus musculus), P35561; HEK293-Kir2.1, FluxOR thallium flux fluorescence; stronger effect = lower value; B-score at 10 µM; 310,000 tested, 0.85% active;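 active = fluorescence ratio B-score at or below minus 3 SD of library scores, with starting-brightness B-score within 2 SD, cut at about -4.2 in these data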;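 note: channel flux triggered by added potassium and thallium sulfate stimulus; B-score of peak minus minimum fluorescence over baseline after thallium stimulus; more negative B-score means stronger Kir2.1 block with less thallium influx; some compounds called inactive have numbers as strong as hits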
Target sequence (P35561 whole entry, looked up): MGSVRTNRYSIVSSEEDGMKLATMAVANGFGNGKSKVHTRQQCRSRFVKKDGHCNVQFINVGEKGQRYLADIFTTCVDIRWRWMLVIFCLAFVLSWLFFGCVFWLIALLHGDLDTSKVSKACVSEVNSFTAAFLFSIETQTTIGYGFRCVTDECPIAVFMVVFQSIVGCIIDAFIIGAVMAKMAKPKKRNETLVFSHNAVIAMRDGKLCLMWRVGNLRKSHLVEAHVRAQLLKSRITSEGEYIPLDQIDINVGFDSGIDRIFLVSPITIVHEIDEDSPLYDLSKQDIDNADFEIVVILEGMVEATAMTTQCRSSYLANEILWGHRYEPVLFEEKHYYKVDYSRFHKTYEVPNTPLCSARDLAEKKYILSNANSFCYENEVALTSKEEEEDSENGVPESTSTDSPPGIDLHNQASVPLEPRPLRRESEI
* = called active by the depositor; i = inactive; x = not tested or not shown. Hits appear at their usual frequency; overall some 1.6% were active at least once.

Values run as follows: CHT inh, Kir21 block
O=C1CCN(CCc2ccccc2)CCN1[C@H](CO)c1ccccc1
  i, -2
CS(=O)(=O)Nc1ccc(C2=NN(C(=O)c3ccco3)C(c3ccco3)C2)cc1 (stereo unspecified)
  i, -0.48
O=C(NNC(=O)c1cc2cc(Br)ccc2oc1=O)c1ccc(O)cc1
  i, -1.6
S=C1NC2(CCCC2)Nc2ccccc21
  i, -0.51
COc1ccc(-c2csc3nc(-c4ccccc4F)oc(=O)c23)cc1
  i, 0.68
O=C(COC(=O)c1ccc(S(=O)(=O)N2CCCC2)cc1)Nc1cccnc1Cl
  i, -2.3
Cc1ccc(SC(C)C(=O)Nc2ccccc2-c2ccccc2)cc1 (stereo unspecified)
  i, -6.9*
COc1ccc(CCNC(=O)COC(=O)c2ccc[nH]c2=O)cc1
  i, 1.5
COc1ccccc1C(=O)NC(=O)COC(=O)c1cccc(NC(C)=O)c1
  i, -0.21
Cn1c(COc2ccccc2)nnc1SCC(=O)NC1CCCC1
  i, -0.54
COC(=O)NC1CCS(=O)(=O)C1 (stereo unspecified)
  i, 0.15
O=C(N/N=C/c1cc(Br)c(O)c(Br)c1)c1cccnc1
  i, 1.9
C/C=C/c1ccc(OCC(=O)N(CCOC)c2c(N)n(CCCC)c(=O)[nH]c2=O)c(OC)c1
  i, 0.93
COc1ccc(Nc2nc(Cl)nc(Nc3ccc(OC)cc3)n2)cc1
  i, -0.01
CCCOc1ccc(N2C(=O)CC(N3CCN(c4nc5ccccc5s4)CC3)C2=O)cc1 (stereo unspecified)
  i, 0.08
COc1ccc(CNc2ccc(-c3ccccc3OC)nn2)cc1
  i, -0.67
COc1ccc2cc(C(c3nnnn3Cc3ccc(F)cc3)N3CCCCCC3)c(=O)[nH]c2c1 (stereo unspecified)
  i, 2.7
Cc1cc(NC(=O)CSc2nnc(COc3cccc(C)c3C)n2C)no1
  i, -0.34
COc1ccccc1S(=O)(=O)CC(O)COc1ccccc1Cl (stereo unspecified)
  i, -2.2
O=C(COc1ccccc1Cl)Nc1ccc(CN2CCOCC2)cc1
  i, 1.4
CC12CN3CC(C)(CN(C1)C3c1ccc3c(c1)OCO3)C2 (stereo unspecified)
  i, -2.4
CC1CCN(S(=O)(=O)c2ccc(S(=O)(=O)NCC3COCCO3)cc2)CC1 (stereo unspecified)
  i, 0.46
Cc1ccc(C(=O)Nc2cccc(C(=O)N3CCN(C)CC3)c2)cc1
  i, -0.09
COc1ccc(CNC(=O)CSc2ncn[nH]2)cc1
  i, -0.29
O=[N+]([O-])/C(=C\Nc1ccc(F)cc1F)S(=O)(=O)c1ccccc1
  i, -1.6
CCNC(=S)NNC(=O)c1cc(-c2cccc(C)c2)nc2ccccc12
  i, 0.96
CC1Cc2cc(S(=O)(=O)NCCC(=O)N(C)Cc3ccccc3)ccc2N1C(=O)C1CC1 (stereo unspecified)
  i, -0.4
CCN(CC)CCNC(=O)c1ccc(-n2c(C)cc3c2CCCC3=O)cc1
  i, 1.3
CC1=NN(C(C#N)c2ccc(F)cc2)C(C)(C)C1 (stereo unspecified)
  i, -2
COc1ccccc1/C(C)=N/NC(=O)c1nnn(-c2nonc2N)c1C(C)C
  i, -0.47
CN1CCN(C(=O)/C(=C\c2cccs2)NC(=O)c2cccs2)CC1
  i, 0.46
Cc1nc(SCC(=O)Nc2ccccc2C(F)(F)F)c(C#N)c(C)c1CC(=O)c1ccc(Br)cc1
  i, 0.1
Cc1cccc(OCC(=O)N2CCC(N3CCOCC3)CC2)c1
  i, -1
COc1ccc(S(=O)(=O)NC(C)C(=O)NCc2cccnc2)cc1C (stereo unspecified)
  i, -1.5
O=C(c1cc(-c2ccc(Br)cc2)n[nH]1)N1CCN(C(=O)c2ccccc2Br)CC1
  i, -0.03
Cc1ccccc1OCC(=O)N(Cc1cccc(F)c1)C1CCS(=O)(=O)C1 (stereo unspecified)
  i, -0.79
Cc1ccc(/C=C/C(=O)Nc2ccncc2)o1
  i, 0.91
CCOc1ccc(NC(=O)C(C)O)c(NS(=O)(=O)c2ccc(CCNC(C)=O)cc2)c1 (stereo unspecified)
  i, 0.05
O=C(O)CCCC(=O)OCCCCc1cccs1
  i, 0.47
COc1ccc(C2CC(c3ccccc3O)=NN2C(=O)c2ccccc2)cc1OC (stereo unspecified)
  i, -0.03
CCN(CCO)c1ccc(-n2c(N)c(C(=O)OC)c3nc4ccccc4nc32)cc1
  i, 0.43
COc1cc(C(=O)NC(=S)Nc2ccccc2N2CCOCC2)cc(OC)c1OC
  i, 0.44
Cc1c(Cl)cccc1NC(=O)c1ccco1
  i, 0.64
O=C(O)c1ccc2c(=O)n3cc(C(=O)c4ccccc4O)cc(Cl)c3nc2c1
  i, -0.22
Cc1c(Cc2ccccc2)c(=O)oc2c(O)c(O)ccc12
  x, -2.5
CCN(CC)CCn1c(=S)[nH]c2cc(C(=O)NCc3ccccc3Cl)ccc2c1=O
  i, 0.22
CS(=O)(=O)N1CCN(c2ccccc2F)CC1
  i, -0.03
Cc1c(C)c2c(c(C)c1O)CCC(C)(C(=O)O)O2 (stereo unspecified)
  i, x
CC1C(C#N)=C(N)OC2=C1C(=O)CC(c1ccccc1)C2 (stereo unspecified)
  i, 0.93
COc1ccc(/C=C(\NC(=O)c2ccc(OC)c(OC)c2)C(=O)N2CCN(C)CC2)cc1
  i, 0.89
COc1ccc(CN2CCNC(=O)C2CC(=O)NCCc2cnccn2)cc1C (stereo unspecified)
  x, 1.9
COc1ccc(/C=C/C(=O)NCCSCc2ccco2)cc1OC
  i, 0.87
CCC(C)NC(=O)C1(O)c2cc(Br)ccc2NC(=O)N1c1cccc(OC)c1 (stereo unspecified)
  i, -0.14
COC(=O)c1ccccc1NC(=O)CNC(=O)c1ccc(OC)cc1
  i, 0.49
Cc1c(Cl)cccc1NC(=O)Nn1cnnc1
  i, 0.93
COc1ccc(S(=O)(=O)Nc2ccc(N3CCOCC3)nc2)cc1
  i, 0.3
CC1CCCC/C1=N\Nc1ccc(S(N)(=O)=O)cc1[N+](=O)[O-] (stereo unspecified)
  i, 0.72
Cc1ccc(C(=O)NC(=S)Nc2ccc(-c3ccc(CO)o3)cc2)cc1
  i, 1.3
CCOc1ccc2nc(C)cc(Nc3cccc([N+](=O)[O-])c3)c2c1
  i, 0.15
Cc1ccc(S(=O)(=O)/N=C(\Nc2cc(C)on2)c2ccc(Cl)cc2)cc1
  i, -0.25

Additional entries.
| structure | CHT inh | Kir21 block |
| --- | --- | --- |
| O=C(Nc1nnc(C(F)(F)F)s1)C1COc2ccccc2O1 (stereo unspecified) | -5.4* | 1.4 |
| CC(C)(C)N=Cc1cc(-c2ccccc2)sc1O | i | 2.2 |
| O=C(O)C1C2C=CC(C2)C1C(=O)NCCCc1ccccc1 (stereo unspecified) | i | 0.23 |
| COc1cc(C(=O)NCC(=O)OCC(=O)Nc2nnc(-c3ccccc3)o2)cc(OC)c1OC | i | 0.15 |
| CCc1cc(/C(Cc2ccc3ccccc3n2)=N\O)c(O)cc1O | i | -3.9 |
| Cc1ccnc(N/N=C/c2ccccc2)n1 | i | 1.3 |
| CC(=O)N1[C@H](Cc2ccccc2)C=C[C@]1(C)C(=O)NCc1ccc(C)o1 | i | 0.01 |
| CCOc1ccc(C(=O)CCN2CCCCCC2)cc1 | i | -0.04 |
| CCCCc1cc(=O)oc2cc(OS(C)(=O)=O)ccc12 | i | -0.33 |
| COc1cc(-c2cc(-c3ccc(N)cc3)[nH]c(=O)c2C#N)cc(OC)c1OC | i | 0.64 |
| O=C(c1ccc(Cl)cc1)c1ccc(OCC(O)CN2CCOCC2)cc1 (stereo unspecified) | i | 0.03 |
| Cc1ccc(C(C(=O)NC2CCCC2)N2CCCC(C)C2)cc1 (stereo unspecified) | i | -0.36 |
| Cc1csc2c(N3CCN(C(=S)Nc4ccc(F)cc4F)CC3)ncnc12 | i | 0.65 |
| C=CCn1c(SCC(=O)Nc2c(C)cccc2C)nnc1-c1cnccn1 | i | -1.5 |
| Cc1ccc2nc(-c3ccc(NC(=O)CN4C(=O)c5ccccc5C4=O)cc3)sc2c1 | i | 1.2 |
| O=C(CCc1nnc(CCCc2ccccc2)o1)NC(C1CC1)C1CC1 | i | 0 |
| O=C(Cn1cnc2c(nnn2Cc2ccc(Cl)cc2)c1=O)N1CCCc2ccccc21 | i | 1.7 |
| Cc1ccc(S(=O)(=O)c2nc(-c3ccccc3)oc2NCc2cccnc2)cc1 | i | 1.1 |
| CSc1nc(NC(C)(C)C)nc(Oc2ccc(=O)n(C)n2)n1 | i | -1.8 |
| CCn1c(COc2ccc(=O)n(-c3ccccc3)n2)nnc1SCC(=O)OC | i | -0.9 |
| CCOC(=O)N1CCN(C(=O)C(NC(=O)c2ccco2)C(C)C)CC1 (stereo unspecified) | i | 0.58 |
| O=C1C=C(c2ccccc2)C(O)(c2ccccc2)C1 (stereo unspecified) | i | 1.6 |
| COc1ccc(CNC(=O)CCSCc2ccccc2C)cc1 | i | -0.22 |
| Cc1cccc(/C=N/n2c(-c3ccncc3)n[nH]c2=S)c1 | i | 1.2 |
| CC1CCCC(NC(=S)NC(=O)c2ccccc2Br)C1C (stereo unspecified) | i | 0.62 |
| C=CCc1cc(Cl)ccc1OCCNCCCOC | i | -0.59 |
| CSCCC(NC(=O)c1ccco1)C(=O)OCC(=O)N(Cc1ccccc1)C(C)(C)C (stereo unspecified) | i | 0.13 |
| C/C(=N\NC(=O)CC1N=C(Cc2ccccc2)NNC1=O)c1ccc(Cl)cc1Cl (stereo unspecified) | i | 1.7 |
| Cc1cc2cc(CN(CCN(C)C)C(=S)NCc3ccco3)c(=O)[nH]c2cc1C | i | 0.04 |
| CCOc1ccccc1N(C)C(=O)Cn1ncc2c([nH]c3ccccc32)c1=O | i | 0.06 |
| COc1ccccc1NC(=O)C(C)n1cnc2c(oc3nc4c(cc32)CCCC4)c1=O (stereo unspecified) | i | 3.6 |
| COc1ccc(-c2[nH]ncc2Oc2ccccc2OC)c(O)c1 | i | -0.28 |
| Cc1nn(C)c(C)c1NC(=O)CN1CCC(O)(c2ccc3c(c2)OCO3)CC1 | i | -0.71 |
| O=S(=O)(Nc1ccc(F)cc1)c1ccc(NS(=O)(=O)c2cccs2)cc1 | i | 0.68 |
| Cc1ccc([N+](=O)[O-])cc1NC(=O)/C=C/C(=O)O | i | 0.36 |
| Cc1nc(/C(N)=N/OC(=O)Cc2ccccc2)no1 | i | -1.6 |
| CCCC(=O)N1CCC(O)(c2cccc(F)c2)CC1 | i | 0.02 |
| COc1nccc(C(F)(F)F)c1C(=O)NC(=O)Nc1ccccc1 | i | -0.37 |
| CN(C)S(=O)(=O)N1CCc2ccccc2C1 | i | -0.02 |
| O=C(CN1C(=O)NC2(CCCCCC2)C1=O)Nc1ccc2c(c1)CCC2 | i | -0.24 |
| CC(C)N(C(=O)Cn1cc(SCC(N)=O)c2ccccc21)C(C)C | i | -0.25 |
| Cc1cccc2c1[nH]c1nc(N/N=C\c3ccco3)nnc12 | i | -0.42 |
| COC(=O)c1cc(C(=O)OCC(=O)NCc2ccc3c(c2)OCO3)cc([N+](=O)[O-])c1 | i | 0.44 |
| Cn1cc([N+](=O)[O-])c(C(=O)Nc2ccc(Br)cn2)n1 | i | -0.17 |
| C=CCOc1ccc(/C=C2\SC(=Nc3cccnc3)NC2=O)cc1 | i | -0.25 |
| Cc1nn(C)c(C)c1S(=O)(=O)N(CC(=O)N1CCc2ccccc21)c1ccc(C(C)C)cc1 | i | 0.01 |
| O=C(Nc1cccc2ccccc12)N1CCCN(c2c(Cl)cncc2Cl)CC1 | i | 0.24 |
| O=C(Nc1cccc(Cl)c1)Nc1sccc1-c1nc2ccccc2s1 | i | -0.12 |
| O=S(=O)(c1ccccc1)N1CCC(O)(CSc2ccccc2)CC1 | i | -1.3 |
| O=C(CSc1nnc(CNC(=O)c2ccccc2F)o1)c1ccccc1 | i | -0.94 |

Shown as labelled records: part of the list above.
canonical_smiles: COC(=O)c1cc(C(=O)OCC(=O)NCc2ccc3c(c2)OCO3)cc([N+](=O)[O-])c1
  CHT inh: i	Kir21 block: 0.44
canonical_smiles: Cn1cc([N+](=O)[O-])c(C(=O)Nc2ccc(Br)cn2)n1
  CHT inh: i	Kir21 block: -0.17
canonical_smiles: C=CCOc1ccc(/C=C2\SC(=Nc3cccnc3)NC2=O)cc1
  CHT inh: i	Kir21 block: -0.25
canonical_smiles: Cc1nn(C)c(C)c1S(=O)(=O)N(CC(=O)N1CCc2ccccc21)c1ccc(C(C)C)cc1
  CHT inh: i	Kir21 block: 0.01

Next records.
| structure | CHT inh | Kir21 block |
| --- | --- | --- |
| Cc1cc2ncn(C(=O)c3ccc4c(c3)OCO4)c2cc1C | i | 0.11 |
| CC/C(=N\NC(=O)CNC(=O)/C=C/c1ccc(OC)cc1)c1ccccc1 | i | -0.08 |
| CC(C)c1cc(C(=O)N2CCCC(CCC(=O)N3CCN(c4ccccn4)CC3)C2)no1 (stereo unspecified) | -6* | 0.17 |
| Cc1onc(-c2ccccc2)c1C(=O)N/N=C/c1ccc([N+](=O)[O-])s1 | i | -0.58 |
| COc1ccc(Nc2nc3c(C)cccc3cc2C#N)c(OC)c1 | i | -0.33 |
| Fc1ccc(-n2cc(CNCCc3cccnc3)c(-c3ccccc3Cl)n2)cc1 | i | -0.09 |
| COc1ccc(OC)c(CNc2ncc(-c3cccc([N+](=O)[O-])c3)n2C)c1 | i | 1.9 |
| CCOC(=O)N1CCN(C(=O)Nc2ccc3nc(-c4ccccn4)c(-c4ccccn4)nc3c2)CC1 | i | -3 |
| Cc1nn(Cc2ccccc2)c(Cl)c1/C=C/C(=O)OCC(=O)NC(C)C(C)C (stereo unspecified) | i | 0.09 |

Taken from above:
Result of COc1ccc(Nc2nc(Cl)nc(Nc3ccc(OC)cc3)n2)cc1 in Kir21 block: -0.01
Result of CCC(C)NC(=O)C1(O)c2cc(Br)ccc2NC(=O)N1c1cccc(OC)c1 (stereo unspecified) in Kir21 block: -0.14

Bioassay records deposited in PubChem by Johns Hopkins Ion Channel Center.
